Assay outcomes from PubChem.
DENV2 CPE: inhibitors of DENV2 cytopathic effect, primary screen, cell-based, plate reader, single concentration | DENV2-infected cells, cytopathic effect rescue | CPE inhibition, % at 9.99 µM | 1.7% of 350,000 active | AID 651640, 2012; in the data active means CPE inhibition above about 20%, passing the limit was not always enough; inconclusive means no clear call, values can overlap the other calls; tested in BHK-21 cells;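 further: 0% = median of neutral control wells and 100% = median of positive control wells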
E-selectin induc: E-selectin induction in HUVECs, primary screen, imaging, HUVEC, immunofluorescence imaging, single point; P16581; normalized: neutral wells 0, TNF-alpha wells 100; activation, % at 7.58 µM; 0.37% of 260,000 active;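 active means mean E-selectin-positive cell signal at least 10% of the positive control, reached in at least 60% of replicates, without over 20% cell loss; inconclusive means no rule given, readout overlaps actives, possibly toxicity-flagged; inactive means the rest, including those meeting only one limit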;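 further: in these data hits start at about 27%; measured in HUVEC primary endothelial cells; signal is the percent of cells scored E-selectin positive by PE staining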
Target sequence (P16581 whole entry, looked up): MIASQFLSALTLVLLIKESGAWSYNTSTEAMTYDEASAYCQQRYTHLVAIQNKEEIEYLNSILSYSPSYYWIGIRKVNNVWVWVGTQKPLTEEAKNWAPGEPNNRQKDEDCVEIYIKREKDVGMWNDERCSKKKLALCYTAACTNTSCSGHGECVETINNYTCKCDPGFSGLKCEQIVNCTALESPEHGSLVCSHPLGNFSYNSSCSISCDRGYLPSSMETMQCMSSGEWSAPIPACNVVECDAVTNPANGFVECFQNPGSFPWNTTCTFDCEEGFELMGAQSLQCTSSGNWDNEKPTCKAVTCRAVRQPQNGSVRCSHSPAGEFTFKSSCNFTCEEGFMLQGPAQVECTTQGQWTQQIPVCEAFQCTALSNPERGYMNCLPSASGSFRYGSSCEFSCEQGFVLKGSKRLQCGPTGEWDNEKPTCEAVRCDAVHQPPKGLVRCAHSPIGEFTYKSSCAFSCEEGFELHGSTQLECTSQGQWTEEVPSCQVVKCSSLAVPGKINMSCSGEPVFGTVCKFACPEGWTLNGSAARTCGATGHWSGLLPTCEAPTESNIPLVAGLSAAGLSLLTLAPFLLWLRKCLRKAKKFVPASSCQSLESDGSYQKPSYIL
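System: HUVEC, human umbilical vein endothelial cells; quantity: 3,000 cells/well; buffer or medium: EGM-2 medium, gelatin-coated wells; dosing: single-point compound dose; detection: immunofluorescence imaging; evaluation: % PE-positive cells; benchmarks: TNF-alpha, DMSO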
S100A4 MyoIIA: inhibitors of S100A4-myosin IIA peptide binding, primary screen, biochemical, fluorescence polarization, TAMRA-MyoIIA peptide | Protein S100-A4 (Homo sapiens), P26447 | inhibition, % at 10.7 µM | 0.14% of 360,000 active | AID 652163, 2013;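 active means mean inhibition of at least 70% across replicates, with every replicate also reaching that level; inconclusive means mean inhibition reaches 70% but some replicates fall short; inactive means mean inhibition below 70%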
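Compound dosing: one dose per compound; test system: human S100A4 monomer with TAMRA-labelled myosin IIA peptide; probe or stimulus: TAMRA-labelled myosin IIA heavy-chain peptide probe, 5 nM; medium: HEPES buffer with Ca2+, pH 7.2; schedule: 5 min incubation before reading; benchmarks: neutral control DMSO, positive control TFP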
C2C12 statin: suppressors of statin myotoxicity in C2C12 myotubes, primary screen, cell-based, single point, plate reader; 0.78% of 330,000 active; rescue of ATP level, % at 7.49 µM; C2C12 myotubes + simvastatin, ATP luminescence, 48 h; scaled: DMSO 0, geranylgeraniol control 100; AID 602340, 2012;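 active means mean ATP rescue above about 67%, or every replicate alone reaching that limit, limit read from the data, passing the limit was not always enough; inconclusive means no clear call, values can overlap the other calls; inactive means mean under the limit and some replicate under it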;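 further: myotubes were challenged with 10 µM simvastatin during compound exposure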
ERp5 block: inhibitors of ERp5-driven insulin aggregation, primary screen, biochemical, turbidity, absorbance 650 nm, single point; Protein disulfide-isomerase A6 (Homo sapiens), Q15084; 90 min; inhibition, % at 9.99 µM; 0.05% of 350,000 active;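 active means mean replicate inhibition above about 25%, with every replicate also reaching it, limit read from the data, passing the limit was not always enough; inconclusive means only one of those two criteria met; inactive means neither criterion met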
Target sequence (Q15084 whole entry, looked up): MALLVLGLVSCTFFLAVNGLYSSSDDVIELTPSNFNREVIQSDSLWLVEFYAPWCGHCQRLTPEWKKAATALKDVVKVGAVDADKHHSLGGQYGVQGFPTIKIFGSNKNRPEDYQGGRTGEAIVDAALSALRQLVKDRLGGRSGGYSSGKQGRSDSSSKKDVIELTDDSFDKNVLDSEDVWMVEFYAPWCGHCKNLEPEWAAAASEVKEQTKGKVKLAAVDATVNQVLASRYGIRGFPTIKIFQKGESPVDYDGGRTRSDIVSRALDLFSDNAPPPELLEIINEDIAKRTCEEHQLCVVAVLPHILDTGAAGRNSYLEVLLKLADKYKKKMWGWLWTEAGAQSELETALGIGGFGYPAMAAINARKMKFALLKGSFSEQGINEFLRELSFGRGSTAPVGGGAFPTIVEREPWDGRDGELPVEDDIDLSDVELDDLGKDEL
PglD DTNB: C. jejuni PglD acetyltransferase inhibitors, primary screen, biochemical, DTNB colorimetric, single point | UDP-N-acetylbacillosamine N-acetyltransferase PglD (Campylobacter jejuni) | purified PglD enzyme, DTNB colorimetric CoA detection | inhibition, % at 12.5 µM | 0.098% of 360,000 active | AID 602405, 2012; in the data active means inhibition above about 16%, passing the limit was not always enough; inconclusive means no clear call, values can overlap the other calls; further: strong numbers were not always called active
SIRT5 inh: SIRT5 desuccinylase inhibitors, primary screen, biochemical, fluorescence imaging, single point, set 5. Purified SirT5, succinyl-peptide AMC, trypsin-coupled fluorescence. inhibition, % at 15 µM. NAD-dependent protein deacylase sirtuin-5, mitochondrial (Homo sapiens), Q9NXA8. AID 652115, 2013. 1.1% of 330,000 active; in the data active means inhibition above about 15%; inconclusive means no clear call, values can overlap the other calls
* = called active by the depositor; ? = inconclusive; nt = not tested or not shown; & = joins results of further samples.

SMILES	DENV2 CPE	E-selectin induc	S100A4 MyoIIA	C2C12 statin	ERp5 block	PglD DTNB	SIRT5 inh
CC(O)Cc1nsc(NC(=O)c2cccs2)n1 (configuration not stated)	16	-0.1	-8	2	1	0	-1
CCC(=O)N1[C@@H](CO)[C@@H](c2ccc(-c3ccccc3)cc2)[C@@H]1CN(C)C(C)=O	0	0.0	nt	40	nt	-5	nt
Cc1ccccc1-c1cc2c(c3c1ccn3C)C1CCC2O1 (configuration not stated)	?	2.8	-2	0	0	-5	-4
COc1ccc(-c2c(=O)n(OCc3ccccc3[N+](=O)[O-])c3ccccc3[n+]2[O-])c(OC)c1	0	nt	-3	nt	6	nt	-1
CCc1cc2c(SCC(=O)c3ccc(C)cc3)ncnc2s1	nt	nt	2	nt	7	-2	-3
CO[C@@H]1CN(C)C(=O)c2ccc(NC(C)=O)cc2OC[C@@H](C)N(CC2CC2)C[C@H]1C	-5	0.0	-2	nt	-3	nt	-6
O=C(CCS(=O)(=O)c1ccccc1)Nc1nnc(C(F)(F)F)s1	2	-0.3	-4	-5	3	nt	-3
O=C(O)c1cc2ccccc2cn1	1	0.8	-1	7	0	3	nt
COc1ccc(OCCCC(=O)ON=C(N)c2ccccc2C)cc1	3	nt	0	4	10	-5	-1
CC(C)CC1Nc2ccc(C(=O)NCCCN3CCCCC3C)cc2NC1=O (configuration not stated)	7	nt	1	-4	-5	1	2
CC(C)CCn1cnc2c(oc3nc4c(cc32)CCCC4)c1=O	-3	nt	0	-21	4	nt	-2
COc1ccc(NC(=O)N(C)C[C@H]2OCCCC[C@@H](C)Oc3ccc(NC(=O)Nc4ccc(C(F)(F)F)cc4)cc3C(=O)N([C@H](C)CO)C[C@@H]2C)cc1	-2	0.0	9	-5	0	0	11
CC(=O)NC1C(=O)N(CCN2CCOCC2)c2ccc(F)cc21 (configuration not stated)	7	53*	-4	nt	1	nt	-19
CO[C@H]1CN(C)C(=O)c2cc(NC(=O)NC(C)C)ccc2OC[C@@H](C)N(C(=O)NC(C)C)C[C@@H]1C	-1	0.0	2	-2	12	-2	-3
C[C@H]1CN([C@@H](C)CO)C(=O)c2cc(NC(=O)c3ccncc3)ccc2O[C@@H]1CN(C)C(=O)NC1CCCCC1	5	nt	-15	-4	-1	43	0
COc1ccc(C(=O)Nc2ccncc2)cc1[N+](=O)[O-]	2	nt	1	12	0	-2	3
O=C(Nc1cc(Cl)ccc1-n1cncn1)c1cc(S(=O)(=O)N2CCOCC2)ccc1F	-1	-0.3	0	-4	-10	0	-1
COc1ccc(S(=O)(=O)c2c(O)c3ccc(C(=O)Nc4ccccc4)cc3[nH]c2=O)cc1	-2	nt	3	-9	-19	-1	0
Cn1cnc(CCNC(=O)C[C@H]2CC[C@@H]3[C@H](COC[C@H](O)CN3C(=O)Nc3ccc(Cl)cc3)O2)c1	-6	0.0	-13	3	2	0	0
O=C(COc1ccccc1Cl)Nc1ccc(CN2CCCCC2)cc1	-3	nt	-15	-2	-6	1	4

4 compounds out of the list, sorted by length of the SMILES, ascending:
SMILES	DENV2 CPE	E-selectin induc	S100A4 MyoIIA	C2C12 statin	ERp5 block	PglD DTNB	SIRT5 inh
COc1ccc(C(=O)Nc2ccncc2)cc1[N+](=O)[O-]	2	nt	1	12	0	-2	3
O=C(Nc1cc(Cl)ccc1-n1cncn1)c1cc(S(=O)(=O)N2CCOCC2)ccc1F	-1	-0.3	0	-4	-10	0	-1
COc1ccc(S(=O)(=O)c2c(O)c3ccc(C(=O)Nc4ccccc4)cc3[nH]c2=O)cc1	-2	nt	3	-9	-19	-1	0
C[C@H]1CN([C@@H](C)CO)C(=O)c2cc(NC(=O)c3ccncc3)ccc2O[C@@H]1CN(C)C(=O)NC1CCCCC1	5	nt	-15	-4	-1	43	0

Following part
SMILES	DENV2 CPE	E-selectin induc	S100A4 MyoIIA	C2C12 statin	ERp5 block	PglD DTNB	SIRT5 inh
COc1ccc(CCNC(=O)c2cc(-c3ccccc3)on2)cc1OC	-4	nt	-5	-2	4	4	-3
C[C@@H]1CN([C@H](C)CO)C(=O)c2cc(NC(=O)CCC(F)(F)F)ccc2O[C@H]1CN(C)Cc1ccc2c(c1)OCO2	7	-0.1	-7	-17	-3	2	-4
Cc1ccc(C(=O)O/N=C(\N)c2ccc(C(F)(F)F)cn2)cc1	4	0.0	-6	1	1	-10	1
O=C(CCNC(=O)N1CCn2c1nc1ccccc12)NCc1ccccc1Cl	0	nt	4	1	-2	1	-2
CNC(=O)/C(C#N)=C/c1c(N2CCN(c3ccccc3)CC2)nc2c(C)cccn2c1=O	-2	0.4	1	6	-3	-6	0
C[C@H](NC(=O)C[C@H]1C=C[C@@H](NC(=O)C2CCOCC2)[C@H](CO)O1)c1ccccc1	1	-0.3	-5	2	-1	1	1
O=C(C[C@@H]1CC[C@H](NC(=O)Nc2cccc(F)c2)[C@@H](CO)O1)NCC1CCCCC1	-5	-0.1	2	0	1	-4	1
COc1ccc2c3c([nH]c2c1)[C@H](CO)N(C(=O)Nc1ccc(F)cc1)CC31CCN(C(=O)c2ccccc2F)CC1	-5	0.1	-32	nt	5	nt	5
COc1cccc(-c2nc3ccc(C(=O)NC(C)Cc4cccnc4)cc3o2)c1 (configuration not stated)	?	0.1	2	6	-1	-1	-9
CC(C)C[C@@H](CN1CCCC1CN1C(=S)NC[C@@H]1Cc1ccc(O)cc1)N1C[C@H](Cc2ccccc2)N(CCc2ccccc2)C1=S (some centres not stated)	2	-1.6	-9	4	0	-3	-5
Cc1ccccc1S(=O)(=O)NCc1ccc(N2CCN(C)CC2)cc1	-8	2.8	0	nt	3	0	-3
COC(=O)C1=CNC=C(C(=O)OC)C1c1ccccc1Cl	nt	-0.5	nt	4	nt	8	nt
O=C(c1cc2ccccc2c(=O)o1)N1CCCCCC1	-2	nt	-9	nt	-8	nt	-5
O=C(Nc1cccc(Cl)c1)N1C[C@@H]2[C@H](c3ccccc31)[C@@H](CO)N2C(=O)c1cccnc1	3	-0.3	-8	33	4	0	2
Cc1ccc(C)c(-n2c(-c3cccnc3)n[nH]c2=S)c1	-4	nt	4	nt	-1	nt	-3
O=C(NCC1CCCO1)c1cccc(Br)c1 (configuration not stated)	-8	nt	1	4	2	nt	0
CC(C)NC(=O)N(C)C[C@H]1Oc2ncc(C#CCc3ccccc3)cc2C(=O)N([C@H](C)CO)C[C@@H]1C	14	-0.3	-85	-17	-3	5	3
Cc1ccc(S(=O)(=O)N(C)C[C@@H]2Oc3c(NC(=O)c4ccc(-c5nccs5)cc4)cccc3C(=O)N([C@H](C)CO)C[C@H]2C)cc1	-2	-0.2	6	5	7	-3	4
COc1ccc(C)cc1NC(=O)Nc1ccc2c(c1)CCC2	7	1.8	7	nt	-5	nt	-3
O=C(C[C@@H]1C[C@H]2c3cc(NC(=O)CC4CC4)ccc3O[C@H]2[C@@H](CO)O1)NCCN1CCCCC1	-5	0.0	0	1	-11	-1	1
COc1cccc(C(=O)N[C@H](C(=O)N2CCC[C@H]2C(=O)NC2CCCC2)c2ccccc2)c1	7	-0.3	-11	nt	-3	nt	-1
O=C(Nc1ccc(S(=O)(=O)Nc2ncccn2)cc1)c1nn(Cc2ccccc2)c(=O)c2ccccc12	-2	-0.4	5	22	-4	9	-1
Cc1ccc2c(ccc(=S)n2C)c1	8	nt	-6	nt	1	4	2
Cc1nn(C(C)C(=O)NC2CCCCCC2)c(=O)c2nn(-c3ccccc3)c(C)c12 (configuration not stated)	?	nt	-1	9	1	1	9
CCCN1[C@@H]2c3ccc(-c4ccccc4F)c(=O)n3C[C@@H]2[C@@H](CO)[C@@H]1C(=O)N1CCOCC1	-6	0.0	-11	0	3	6	1
CC(=O)Nc1ccc(NC(=O)c2ccccc2N(C)S(=O)(=O)c2ccccc2)cc1	6	nt	-2	-11	-1	5	2
O=C(CSc1ccccn1)N1CCN(c2ncc(C(F)(F)F)cc2Cl)CC1	-7	0.5	-2	4	1	-1	0
O=C(Cc1ccccn1)N[C@H]1C=C[C@@H](CC(=O)N2CCCCC2)O[C@H]1CO	12	-0.1	9	-4	0	0	1
COCCNC(=O)C[C@H]1CC[C@@H](NC(=O)NC2CCCC2)[C@@H](CO)O1	6	0.1	-14	-2	0	1	3
O=[N+]([O-])c1cccc(S(=O)(=O)Nc2cccc(-c3ccc(N4CCCC4)nn3)c2)c1	?	nt	0	17	2	-2	2
C[N+]1(C2CCC3CCC2C3O)CCCC1 (configuration not stated)	3	nt	5	nt	-3	-4	-2
O=C(CN1CCCCC1)N1CCc2ccccc21	14	0.1	-5	16	1	0	3
O=C(COC(=O)Cc1ccc(F)cc1)NC(=O)NC1CCCC1	-4	0.0	-1	3	-8	-1	0
Cc1cc(C(=O)CC#N)c(C)n1-c1c(C)n(C)n(-c2ccccc2)c1=O	0	nt	5	nt	-1	nt	2
COc1ccc(S(=O)(=O)N[C@@H]2C=C[C@H](CC(=O)NCc3ccccc3F)O[C@H]2CO)cc1	-2	0.3	-3	-5	-1	1	7
Cc1c(CCOC(=O)CC23CC4CC(CC(C)(C4)C2)C3)sc[n+]1CC(=O)c1ccccc1	nt	nt	-9	nt	-3	nt	-3
CC(C)CC(=O)N=C1SC2CS(=O)(=O)CC2N1Cc1ccccc1 (configuration not stated)	18	-1.0	0	4	0	nt	-4
CCCCCC(=O)N1C[C@H](O)[C@@H](n2cc(COC(=O)c3ccccc3)nn2)C[C@@H]1c1ccc(C)cc1	5	-0.2	5	-4	1	0	0
Cc1ccsc1/C=C(\C#N)C(=O)NC1CCS(=O)(=O)C1 (configuration not stated)	-3	0.0	0	nt	-11	nt	3
CO[C@@H]1CN(C)C(=O)c2cc(NC(=O)c3cnccn3)ccc2OC[C@@H](C)N(CCC(F)(F)F)C[C@H]1C	-6	-0.1	-3	-6	4	-2	5
CCOc1cnc(-c2ccccc2F)o1	0	nt	-2	nt	2	nt	-3
C=CCSc1nnc(-c2cc(C(C)(C)C)nn2Cc2ccc(F)cc2)n1C	-4	11	-5	nt	-14	nt	-1
Cn1c(=O)n(Cc2ccccc2)c(=O)c2c1nc1n2CCCN1C1CCCCC1	nt	1.9	0	-18	0	3	5
Cc1ccc(C)n1NC(=O)c1ccccc1[N+](=O)[O-]	-2	nt	-5	nt	0	nt	0
C[C@H](CO)N1C[C@H](C)[C@@H](CN(C)C(=O)Nc2ccc(F)cc2)Oc2ccc(NS(C)(=O)=O)cc2C1=O	?	-0.1	15&-4	12&-5	-2&1	2&-4	-2&-6
CCN1C(=O)[C@H]2[C@@H](c3ccc(-c4ccc(Cl)c(Cl)c4)cc3)N[C@@](CC(C)C)(C(=O)OC)[C@H]2C1=O	?	0.3	-52	9	-5	-1	-4
NC(=S)N/N=C/c1ccc(-c2cc(Cl)ccc2Cl)o1	nt	nt	2	-25	?	1	-3
CC(C)(C)NC(=O)NC(=O)COC(=O)COc1ccc(Cl)cc1Cl	-7	-3.2	-1	-2	0	-3	-1
COc1ccc(N2CC(O)(c3ccc(C)cc3)[N+]3=C2CCCC3)cc1 (configuration not stated)	-1	0.0	-4	nt	3	nt	-2
CC1CCCCC12NC(=O)N(CC(=O)NCCc1ccc(F)cc1)C2=O (configuration not stated)	1	nt	-2	3	7	3	3

A portion of the library. The share of hits here may be higher or lower than overall.
